H9c2 TAG inh: inhibitors of triacylglycerol accumulation, primary screen, cell-based, uHTS, fluorescence, H9c2; inhibition, % at 12.5 µM; actives 0.66% (n = 230,000); H9c2 cells, Nile Red lipid (TAG) fluorescence; cells loaded with 200 µM oleic acid;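 active means pattern-corrected inhibition of lipid staining of at least 50% with the nuclear-stain viability signal not falling by more than 50%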;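 further: 0% = DMSO wells and 100% = triacsin C control wells; some results filed as inactive read as strong as hits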
H9c2 TAG inh DAPI viability: second read-out of H9c2 TAG inh, no call of its own (marks repeat the call); DAPI nuclei signal change (viability), lower = more cytotoxic, %;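 whole-well DAPI fluorescence read on a plate reader as a viability signal; minus 50 percent equals half of cells still viable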
* = called active by the depositor. This is a subset; the hit share may differ from the screen's.

Sample of the layout (two entries):
structure	H9c2 TAG inh DAPI viability	H9c2 TAG inh
COc1ccc(C(=O)c2ccc(OC)c(OC)c2OC)cc1	-22	2
O=S(=O)(Cc1ccc(Cl)cc1)N1CCN(Cc2ccc3c(c2)OCO3)CC1	2	-6

This part in full, from the first entry:
structure	H9c2 TAG inh DAPI viability	H9c2 TAG inh
COc1ccc(C(=O)c2ccc(OC)c(OC)c2OC)cc1	-22	2
O=S(=O)(Cc1ccc(Cl)cc1)N1CCN(Cc2ccc3c(c2)OCO3)CC1	2	-6
Cn1nnnc1Sc1ncnc2scc(-c3ccccc3)c12	-14	15
COc1ccccc1NC(=O)CSc1nnc(Cn2c(=O)sc3ccccc32)n1C	-13	2
Cc1nc2c(C)cccn2c(=O)c1NC(=O)c1cccc2ccccc12	6	4
Cc1ccc(S(=O)(=O)N2CCCC2C(=O)NCc2ccccc2F)cc1 (configuration not stated)	0	-4
CN(CC(=O)Nc1ccccc1F)CC(=O)Nc1ccccc1Br	-25	5
COc1ccc(NC(=O)NCc2cccnc2)cc1OC	8	-17
Cc1csc(=O)n1CC(=O)OCC(=O)Nc1ccc(Cl)cc1F	6	-8
Cc1ccc(S(=O)(=O)N2CCN(C(=O)CCC(=O)N3CCc4ccccc43)CC2)cc1	-7	8
O=C(CSCc1c(F)cccc1F)Nc1ccccc1	-1	-12
CCC(C(=O)OCC(=O)NC(=O)c1ccccc1OC)c1ccccc1 (configuration not stated)	-7	5
COc1cc(-c2onc3ccc(Br)cc23)cc(OC)c1OC	-7	19
CCCc1c(C(=O)N/N=C(\C)c2ccccn2)nnn1-c1nonc1N	-33	-22
CC1CCC2(CC1)NC(=O)N(CC(=O)NC(=O)Nc1ccc3c(c1)OCCO3)C2=O (configuration not stated)	6	-7
O=C(COC(=O)c1cc2ccccc2o1)c1ccccc1	-2	-11
CCOc1ccc(C(C(=O)NC2CCCC2)N(CCCO)C(=O)c2ccc(-c3ccccc3)[nH]2)cc1 (configuration not stated)	5	1
O=C(Cc1cccc2ccccc12)NNC(=O)Nc1cccc(Cl)c1	7	-54
Cc1ccccc1N(C(=O)Cn1nnc(-c2ccc(F)cc2)n1)C(C(=O)NC(C)(C)C)c1ccncc1 (configuration not stated)	-6	9
COc1ccccc1CNC(=O)c1ccc(CS(=O)(=O)c2ccccc2)o1	-18	19
O=C(CN(Cc1ccccc1)C(=O)CCC(=O)Nc1ccccn1)NCc1ccco1	-4	15
Cc1cc(S(=O)(=O)Nc2ccc3c(c2)COC3=O)ccc1F	-16	8
O=C(NCCc1c[nH]c2ccccc12)c1ccc([N+](=O)[O-])o1	-75	59
CCOc1ccc(NC(=O)CC(NC(C)=O)c2ccccc2)cc1S(=O)(=O)N1CCCC1 (configuration not stated)	3	4
C/C(CC(=O)Nc1ccc(Cl)cc1Cl)=N\NC(=O)c1ccncc1	-3	0
CC(=O)c1cccc(NC(=O)COc2ccc(S(=O)(=O)N3CCOCC3)cc2)c1	12	-5
Cc1cc(C(=O)CSc2nnc(-c3ccccc3)n2-c2ccccc2)c(C)n1-c1ncn[nH]1	12	0
COc1cccc(N2CCN(C(=O)c3ccccc3SCC(=O)NCc3ccco3)CC2)c1	130	1
Cc1ccccc1C(=O)OCC(=O)N(C)c1c(N)n(Cc2ccccc2)c(=O)[nH]c1=O	1	-18
COc1cccc(-c2ccc(C#N)c(OC(=O)c3c(Cl)cccc3Cl)n2)c1	2	22
O=C(NCCOc1ccccc1)[C@@H]1CCCN1C(=O)c1cccs1	3	-10
CSCCC(NC(=O)CCN1C(=O)c2ccccc2C1=O)C(=O)O (configuration not stated)	4	9
Cc1noc(NC(=O)c2ccc(Cl)cc2)c1Cl	2	19
CCOc1ncccc1C(=O)Nc1ccc(S(=O)(=O)Nc2nc(C)cc(C)n2)cc1	-2	-5
C/C(N)=C(/C#N)C(=O)CSc1cc(C)c2cc(C)cc(C)c2n1	3	-26
O=C1C=C(NCc2ccc(Cl)cc2)CC(c2ccco2)C1 (configuration not stated)	5	11
Cc1c(C#N)c2ccccc2n1CC(=O)NCc1cccnc1	6	-13
Nc1cc(S(=O)(=O)N2CCOCC2)ccc1Oc1ccc(F)cc1	-6	-10
COc1ccc(S(=O)(=O)NC(CC(=O)NCc2ccccc2OC)c2ccco2)cc1 (configuration not stated)	1	9
Cc1oc(-c2cccs2)nc1CN1CCN(C2CCCC2)C(CCO)C1 (configuration not stated)	1	7
COc1ccc(C2=CCC3CCCCN3C2)cc1OC (configuration not stated)	-3	8
COc1cccc(CC2CC(=O)N(c3ccc4c(C)cc(=O)oc4c3)C2=O)c1 (configuration not stated)	5	4
Cc1ccc(C(=O)Nc2cccc3cccnc23)cc1Br	0	16
CCOC(=O)c1c(NC(=O)CN2C(=O)c3ccccc3C2=O)sc(Cc2ccc3c(c2)OCO3)c1C	4	-5
CC1Cc2ccccc2N1C(=O)CSc1nnc2sc3ccccc3n12 (configuration not stated)	2	13
CC(=O)Nc1ccc(OC(=O)c2cc3cc(Br)ccc3oc2=O)cc1	-4	4
CC1=Nn2c(nnc2-c2cccs2)SC1	-1	9
Cc1ccc(C)c(-c2nnc(NC(=O)COc3ccccc3)o2)c1	11	-1

One compound at a time, as listed above. Order of screens: H9c2 TAG inh DAPI viability	H9c2 TAG inh
CCOC(=O)c1c(NC(=O)CN2C(=O)c3ccccc3C2=O)sc(Cc2ccc3c(c2)OCO3)c1C across the screens: 4	-5
COc1ccc(S(=O)(=O)NC(CC(=O)NCc2ccccc2OC)c2ccco2)cc1 (configuration not stated) across the screens: 1	9

(further entries)
structure	H9c2 TAG inh DAPI viability	H9c2 TAG inh
CCc1nnc(NC(=O)COC(=O)c2cc(OC)cc(OC)c2)s1	-2	-5
CC(=O)/C=C(\C)Nc1c(C)n(C)n(-c2ccccc2)c1=O	-16	9
COc1ccccc1OCCCC(=O)Nc1ccc2c(c1)OCCO2	4	4
Cc1cc(OCc2cccc(Cl)c2)c(C)cc1CN1CCOCC1	19	-17
COc1ccc(C(C(=O)NC2CCCCC2)N(CC2CCCO2)C(=O)CNC(=O)c2ccco2)cc1 (configuration not stated)	2	-14
CCOC(=O)C1(C)CCN1C(=O)c1ccc(OC)cc1 (configuration not stated)	7	-3
CCN(CC(=O)N1CCCCC1)S(=O)(=O)c1ccccc1	4	1
Cc1ccc2cc(NC(=O)C3(C)CCN3CC(C)C)ccc2n1 (configuration not stated)	6	2
Cc1ccc2[nH]c3c(=O)n(Cc4ccncc4)cnc3c2c1	0	0
COc1ccccc1CCC(=O)OCC(=O)Nc1ccc2[nH]c(=O)[nH]c2c1	-3	1
O=C(Cc1ccc([N+](=O)[O-])cc1)N1CCN(c2ccc([N+](=O)[O-])cc2)CC1	2	-10
Cc1cccc(N/N=C/c2ccc(O)c(O)c2O)c1	-12	-1
O=C(OCc1cc2ccccc2[nH]c1=O)c1cccc([N+](=O)[O-])c1	-3	-3
Cc1ccc(S(=O)(=O)N2CCC(C(=O)NCCC3=CCCCC3)CC2)c(C)c1	-3	9
Cc1ccc(NC(=O)C(=O)NC2CCCCC2)cc1	4	-5
O=C(Nc1ccc(S(=O)(=O)NCc2cccnc2)cc1)c1ccco1	13	-17
Cc1cnc(C(=O)N2CCCC(C(=O)c3ccc(C(F)(F)F)cc3)C2)cn1 (configuration not stated)	-4	16
COc1ccc(/C=N/NC(=O)c2ccccc2)cc1CN1CCN(c2ccc(F)cc2)CC1	9	-28
Cc1cc(C)nc(SCc2nnc(SCC(=O)OC3CCCCC3)o2)n1	-12	11
O=C(NC1CC2CCCC(C1)N2C(=O)N1CCCCC1)C1CCCCC1 (configuration not stated)	24	-29
Nc1cnn(C2OC(CO)C(O)C2O)c(=O)n1 (configuration not stated)	-7	4
CCn1cc(S(=O)(=O)NCc2ccccc2Br)cn1	-8	20
Cc1cc(CNC(=O)Cn2nc(C)c([N+](=O)[O-])c2C)c2ccccc2n1	-3	-2
Cc1ccc(S(=O)(=O)N2CCCC2)cc1C(=O)NCCOc1ccccc1	3	-2

Entries above that contain a thiophene ring, fused or not:
structure	H9c2 TAG inh DAPI viability	H9c2 TAG inh
Cn1nnnc1Sc1ncnc2scc(-c3ccccc3)c12	-14	15
O=C(NCCOc1ccccc1)[C@@H]1CCCN1C(=O)c1cccs1	3	-10
Cc1oc(-c2cccs2)nc1CN1CCN(C2CCCC2)C(CCO)C1 (configuration not stated)	1	7
CCOC(=O)c1c(NC(=O)CN2C(=O)c3ccccc3C2=O)sc(Cc2ccc3c(c2)OCO3)c1C	4	-5
CC1=Nn2c(nnc2-c2cccs2)SC1	-1	9

(listing goes on)
structure	H9c2 TAG inh DAPI viability	H9c2 TAG inh
O=C(Nc1cccc(Br)c1)c1ccc2nc(N3C(=O)CCC3=O)sc2c1	-6	21
CCOc1ccc(NC(=S)NNC(=S)Nc2cccc(C(F)(F)F)c2)cc1	7	-39
CCC(C)NC(=O)COC(=O)Cc1sc(N)nc1-c1ccc(C)cc1 (configuration not stated)	14	-9
CCc1nc2ccc(C(=O)NCCCn3ccnc3)cn2c1N(C)Cc1cc2ccccc2s1	13	0
Cc1ccc(CCNC(=O)c2coc3nc4ccccc4nc23)cc1	-3	11
CN(C(=O)CN1C(=O)NC(C)(c2cccc(Br)c2)C1=O)C1CCCCC1 (configuration not stated)	-11	13
COC(=O)CCCNC(=O)c1ccccn1	8	-14
NC(=O)C1CCN(c2oc(-c3ccc(F)cc3)nc2S(=O)(=O)c2ccccc2)CC1	0	-1
COc1ccccc1N(CC(O)Cn1ccnc1C)S(=O)(=O)c1ccc(C)cc1 (configuration not stated)	-6	6
Brc1ccc(-c2nnc3n2CCCCC3)cc1	1	6
NC(=O)CSc1nc(-c2ccccc2)nc2c1CCCC2	-6	14
CCN=c1scc(C)n1/N=C/c1cc(Br)c(O)c(Br)c1	0	6

A stretch of the results above, for reference:
structure	H9c2 TAG inh DAPI viability	H9c2 TAG inh
Cc1ccc(CCNC(=O)c2coc3nc4ccccc4nc23)cc1	-3	11
CN(C(=O)CN1C(=O)NC(C)(c2cccc(Br)c2)C1=O)C1CCCCC1 (configuration not stated)	-11	13
COC(=O)CCCNC(=O)c1ccccn1	8	-14

More compounds.
structure	H9c2 TAG inh DAPI viability	H9c2 TAG inh
O=C(NCc1cccnc1)c1cnc2sccn2c1=O	9	0
CN(Cc1ccc(F)cc1)S(=O)(=O)c1ccc2[nH]c(=O)[nH]c2c1	12	-16
COc1ccccc1-c1nnc(N)s1	5	6
Cc1cc(-n2[nH]c(C)c(C)c2=O)nc(-c2ccccc2O)n1	13	7
Cc1nn(C)c(C(=O)NNC(=O)Nc2cccc(C(F)(F)F)c2)c1Cl	2	-32
Cc1ccc(-n2nnc3c(=O)n(Cc4ccccn4)cnc32)cc1C	12	-11
O=C(O)c1ccccc1NS(=O)(=O)c1ccc(NN=Cc2cccc(Cl)c2)c([N+](=O)[O-])c1	-4	0
COc1ccc(OC)c(/C=C/C(=O)OCC(=O)Nc2cccc(Oc3ccccc3)c2)c1	10	4
CCc1nnc(NS(=O)(=O)c2ccc(N)cc2)s1	66	-5
Cc1ccc(C)c(N(CC(=O)N2CCCCCC2)S(C)(=O)=O)c1	-1	-8
COc1ccc(-c2cccc(NC(=O)c3ccco3)c2)nn1	4	-4
Clc1cccc(CNc2ccn3nc(-c4ccco4)cc3n2)c1	0	7
COc1ccc(OC)c(NC(=O)CSc2ccccc2)c1	2	-58
COc1ccc(C2C(C(N)=O)=C(C)Nc3nc(-c4ccccc4OC)nn32)cc1OC (configuration not stated)	4	20
COCC1CCCN(Cc2nc(-c3ccc4c(c3)OCO4)no2)C1 (configuration not stated)	-10	5
OC1(c2ccc3c(c2)OCO3)CCN(Cc2ccc(F)cc2)CC1	2	5
O=C1Nc2ccc(Br)cc2C1=Nc1cccnc1	-3	9
Cc1ccc(C(c2nnnn2CS(=O)(=O)c2ccc(C)cc2)N2CCN(c3ncccn3)CC2)cc1 (configuration not stated)	0	-5
Cc1cc(N2CCN(C)CC2)nc(-c2ccccc2O)n1	9	7
C#CC(=O)N(c1ccc(OC)cc1OC)C(C(=O)NC1CCCC1)c1cccs1 (configuration not stated)	8	43
COc1cc(C(=O)OCC(=O)N2CCN(S(=O)(=O)c3ccc(C)cc3C)CC2)c([N+](=O)[O-])cc1OC	-1	-46
C=CCN1C(=O)C(CC(=O)O)SC1=Nc1ccc(C)cc1 (configuration not stated)	-7	13
Cc1cccc(NC(=O)COc2ccccc2C(=O)NC(C)c2ccccc2)c1 (configuration not stated)	2	11
Cc1ccc(C(C)(C)NC(=O)C2CCC(=O)N(Cc3ccccc3F)C2)cc1 (configuration not stated)	-9	-7
Clc1cccc(Cl)c1/C=N/Nc1c(Cl)cncc1Cl	6	0
COc1cccc(C(=O)c2ncc(C(F)(F)F)cc2Cl)c1	1	0
COc1cc(C(=O)N2CCN(CCCc3ccccc3)CC2)cc(OC)c1OC	9	-11
CC(=O)Nc1cccc(-c2ccnc3c2CC(C)(C(=O)Nc2cccnc2)O3)c1 (configuration not stated)	-12	15
O=C(c1ccco1)N1CCN(C(=O)c2ccc(Br)o2)CC1	-4	-25
COC(=O)c1cc(NC(=O)c2ccc(OC)cc2)c(=O)oc1C	4	8
